From PubChem BioAssay
TRPC4 inh: TRPC4 (mouse) channel inhibition; 300,000 compounds, 0.39% hits; B-score at 10 µM; HEK293 TRPC4beta/mu-opioid, DAMGO-evoked Fluo4 calcium flux; stronger effect = lower value; Q9QUQ5;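 active means B-score over 3 SD under the library average, no early fluorescence shift, positive overall ratio signal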
Target sequence (Q9QUQ5 whole entry, looked up): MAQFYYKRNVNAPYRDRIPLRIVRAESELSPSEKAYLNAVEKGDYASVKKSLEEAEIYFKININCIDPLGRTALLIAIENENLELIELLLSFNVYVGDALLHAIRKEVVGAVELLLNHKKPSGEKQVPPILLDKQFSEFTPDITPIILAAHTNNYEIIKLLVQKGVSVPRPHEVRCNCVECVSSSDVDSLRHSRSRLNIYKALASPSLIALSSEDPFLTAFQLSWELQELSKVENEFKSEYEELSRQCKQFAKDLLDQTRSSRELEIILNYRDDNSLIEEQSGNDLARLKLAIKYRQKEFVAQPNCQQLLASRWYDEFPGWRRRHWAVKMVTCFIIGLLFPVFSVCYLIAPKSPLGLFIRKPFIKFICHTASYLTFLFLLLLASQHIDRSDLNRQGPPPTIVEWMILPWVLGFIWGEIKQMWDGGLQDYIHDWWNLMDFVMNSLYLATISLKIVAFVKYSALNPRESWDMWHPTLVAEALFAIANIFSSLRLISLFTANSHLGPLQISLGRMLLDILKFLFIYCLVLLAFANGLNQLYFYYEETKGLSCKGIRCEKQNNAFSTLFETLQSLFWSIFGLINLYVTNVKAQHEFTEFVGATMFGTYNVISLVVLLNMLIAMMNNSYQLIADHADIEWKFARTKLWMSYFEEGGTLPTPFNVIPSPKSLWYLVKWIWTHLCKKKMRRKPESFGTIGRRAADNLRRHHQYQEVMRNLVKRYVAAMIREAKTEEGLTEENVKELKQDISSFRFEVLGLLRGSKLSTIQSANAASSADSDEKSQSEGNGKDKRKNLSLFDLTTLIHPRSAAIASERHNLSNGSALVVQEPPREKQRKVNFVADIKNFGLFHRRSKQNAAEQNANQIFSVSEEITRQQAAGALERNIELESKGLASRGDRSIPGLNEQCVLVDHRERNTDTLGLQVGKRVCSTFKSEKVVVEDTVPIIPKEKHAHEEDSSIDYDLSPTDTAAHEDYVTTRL
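Material: HEK293 cells with stable TRPC4beta plus mu-opioid receptor expression / Probe or stimulus: DAMGO in two steps, submaximal then maximal / Compound: single concentration per test compound / Technique: kinetic Fluo4 fluorescence imaging of calcium influx / Read-out: per-well B score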
TMEM16A act: activates or potentiates the mouse TMEM16A chloride channel | B-score at 10 µM | AID 623877 | 340,000 compounds, 0.3% hits | HEK293 TMEM16A/YFP-H148Q/I152L, iodide quench fluorescence; stronger effect = lower value;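 active means fluorescence-ratio B-score plate-corrected deviation score at least 3 library SD below zero, with starting fluorescence score within 5 deviations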;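 further: channel opened by trigger with iodide after compound preincubation; score built on the fluorescence ratio of max minus min over baseline; more negative score means more quench and so TMEM16A activation or potentiation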
TRPC4 potent: allosteric potentiators of mouse TRPC4 channel. B-score at 10 µM. 310,000 compounds, 0.42% hits. AID 2227. Q9QUQ5. HEK293 TRPC4beta/mu-opioid, DAMGO EC20, Fluo-4 Ca2+ flux; stronger effect = higher value;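 active means B-score of calcium response area above 5 SD of library B-scores, with initial fluorescence ratio within 5 SD of library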;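 further: B-score of integrated fluorescence ratio over time as area under calcium response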
TRPC6 inhibitor: mouse TRPC6 channel inhibition; 310,000 compounds, 1.1% hits; AID 2553; B-score at 10 µM; HEK293-TRPC6, membrane potential dye, ACh-evoked depolarization; stronger effect = lower value;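 active means B-score under library mean minus 3 SD, initial fluorescence not abnormally high, positive integrated signal ratio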;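 further: B-score derived from integrated fluorescence ratio over the kinetic read; more negative B-score means stronger inhibition of depolarization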
TRPC4 agonist: activators of mouse TRPC4 channel; HEK293 TRPC4beta/mu-opioid, Fluo4 calcium fluorescence; stronger effect = higher value; AID 2237; B-score at 10 µM; 310,000 compounds, 0.49% hits; Q9QUQ5;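 active means B-score above 5 SD of library B-scores, and initial fluorescence ratio not above library mean plus 5 SD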;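 further: positive B-score marks a calcium rise read as TRPC4 activation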
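Test system: HEK293 cells stably co-expressing mouse TRPC4beta and mu-opioid receptor | Schedule: Fluo4 dye loading 45 min at room temperature, 110 s recording | Measured by: Kinetic Fluo4 calcium fluorescence, 5 s baseline at 1 Hz | Evaluation: B score of integrated ratio | Controls: Buffer (low) and maximal DAMGO (high)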
ANO1 block: inhibitors of mouse TMEM16A calcium-activated chloride channel | Q8BHY3 | HEK293 TMEM16A/YFP iodide influx fluorescence, ionomycin | normalized B-score (activity score, 25-100; higher = stronger inhibition) at 10 µM | 310,000 compounds, 1.2% hits | AID 588511;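 active means ratio plate-corrected score three or more library SD toward inhibition, starting fluorescence score within five deviations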;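 further: score derived from kinetic fluorescence span divided by baseline fluorescence per well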
MrgX1 allo act: allosterically activates human MrgX1 receptor signaling; Q96LB2; 310,000 compounds, 0.63% hits; MrgX1-HEK293, Fluo-4 calcium flux, FDSS; stronger effect = higher value; B-score at 10 µM; AID 588675;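 active means plate-corrected calcium response at least 3 library SD above typical, normal starting fluorescence, not activating the receptor alone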;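 further: compound read alongside a low EC10 to EC30 dose of BAM8-22 agonist; peak minus trough fluorescence over baseline measured at the second addition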
MrgX1 antagonist: human MrgX1 receptor antagonism, primary screen. Q96LB2. MRGX1-HEK293 calcium flux, Fluo-4, BAM8-22 antagonism; stronger effect = lower value. B-score at 10 µM. 310,000 compounds, 1.3% hits. AID 588676;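 active means calcium-response B-score plate-corrected more than 3 library SD below zero, starting fluorescence within 5 deviations, no agonist response on first addition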;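 further: peak minus trough fluorescence over baseline after final BAM8-22 challenge near maximal dose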
MrgX1 ag: activates human MrgX1 receptor signaling | Q96LB2 | MrgX1-HEK293 cells, Fluo-4 calcium fluorescence, agonist mode; stronger effect = higher value | B-score at 10 µM | 310,000 compounds, 0.44% hits | AID 588627;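 active means calcium response B-score plate-corrected fluorescence ratio at least 3 library SD, with starting fluorescence B-score inside 5 SD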
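Material: HEK293 cells stably expressing human MrgX1 receptor | Quantity: 15,000 cells per well | Times: Cells plated overnight, dye loaded 0.5 h 37 °C, 0.5 h room temperature | Measured by: Kinetic Fluo-4 NW fluorescence of intracellular calcium | Control set: Positive and negative controls per plate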
SKKanGAS inh: inhibitors of SKKanGAS S. pyogenes growth in kanamycin (SK-promoter or general growth effect). BacTiter-Glo, 6 h. inhibition, % at 7.5 µM. 300,000 compounds, 1.3% hits. AID 1662;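 active means mean replicate score, as percent of positive control median, at least 50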;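 further: strain carries kanamycin resistance gene driven by streptokinase promoter and grows in 40 µg/ml kanamycin; loss of luminescence reflects streptokinase promoter inhibition or plain growth inhibition; 0% = median of DMSO wells and 100% = positive control at its reference dose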
TRPC6 activator: mouse TRPC6 channel activation. Q61143. HEK293-TRPC6 membrane potential dye fluorescence; stronger effect = higher value. AID 2550. B-score at 10 µM. 310,000 compounds, 0.13% hits;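 active means B-score of the integrated fluorescence ratio above library mean plus 3 SD, and starting fluorescence ratio within library mean plus 5 SD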;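 further: higher score means more depolarization so channel activation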
An asterisk follows results filed as active; i = inactive; / = no result given.

SMILES | TRPC4 inh | TMEM16A act | TRPC4 potent | TRPC6 inhibitor | TRPC4 agonist | ANO1 block | MrgX1 allo act | MrgX1 antagonist | MrgX1 ag | SKKanGAS inh | TRPC6 activator
Nc1ccn(Cc2cccc(F)c2)n1 | i | i | i | i | i | i | i | i | i | -14.6 | i
COc1ccc(-c2cc(C(=O)Nc3cc(C)nn3-c3ccccc3)no2)cc1 | i | i | i | i | i | i | i | i | i | 7.9 | i
CC1CCC(C(=O)NC(C(=O)NCCc2ccc(S(N)(=O)=O)cc2)C(C)C)CC1 (stereo not given) | i | / | i | i | i | i | i | i | i | -2.1 | i
CCCCc1c(CCC)c(=N)c2ccccc2n1C | i | i | i | i | i | i | i | i | i | -8.0 | i
CCOC(=O)N1CCN(C(=S)NC)CC1 | i | i | i | i | i | i | i | i | i | 3.8 | i
CC(C)N(CCO)C(=O)CCc1nnc(CCCc2ccccc2)o1 | i | i | i | i | i | i | i | i | i | -4.4 | i
Clc1ccc(Cn2cc(/C=N/n3cnnc3)c3ccccc32)c(Cl)c1 | i | i | i | i | i | i | i | i | i | 41.8 | i
CCOc1cc(CN2CCN(C(=O)c3ccco3)CC2)ccc1OC | i | i | i | i | i | i | i | i | i | -3.3 | i
CCCNC(=O)Nc1ccc(F)c(Cl)c1 | i | i | i | i | i | i | i | i | i | -23.3 | i
COC(=O)c1cc(OC(=O)CCc2ccc(OC)c(OC)c2)cc(C(=O)OC)c1 | i | i | i | i | i | i | i | i | i | 3.9 | i
Cc1occc1C(=O)N1CCCC(Nc2ccc(C(C)C)cc2)C1 (stereo not given) | i | i | i | i | i | i | i | i | i | -1.3 | i
CCC(C)c1c(O)nc(SCC(=O)N2CCCCCC2)[nH]c1=O (stereo not given) | i | i | i | i | i | i | i | i | i | 4.1 | i
O=C1NN=C(c2ccc(Cl)cc2)CC1c1cccc(Cl)c1 (stereo not given) | i | i | i | i | i | i | i | i | i | 15.5 | i
NC/C(=N\O)c1ccc(Cl)cc1Cl | i | i | i | i | i | i | i | i | i | 11.0 | i
Cc1ccc(NS(=O)(=O)c2ccc(NC(=O)N3CCCCC3)cc2)cc1 | i | i | i | i | i | i | i | i | i | -2.9 | i
CCc1ccc(NC(=O)C2CCN(c3c(N4CCCC4)c(=O)c3=O)CC2)cc1 | i | i | i | i | i | i | i | i | i | -6.9 | i
Cc1ccc2c(c1)n([O-])c1c([n+]2=O)CCCC1 | i | i | i | i | i | i | i | i | i | 0.0 | i
COc1ccc(CS(=O)(=O)CC(C)(O)c2ccccc2Cl)cc1 (stereo not given) | i | i | i | i | i | i | i | i | i | -4.4 | i
CN1C(=O)[C@@H]2[C@H](C1=O)[C@@H]1C(=O)Nc3ccccc3C(=O)N1[C@@H]2c1ccc(F)cc1 | i | i | i | i | i | i | i | i | i | -1.5 | i
CCN(CC)S(=O)(=O)c1ccc(N2CCOCC2)c(NC(=O)COc2ccccc2C#N)c1 | i | i | i | i | i | i | i | i | i | -14.2 | i
O=C(OCc1ccc(F)cc1)c1cc(S(=O)(=O)N2CCCCC2)ccc1N1CCOCC1 | i | i | i | i | i | i | i | i | i | -5.1 | i
Cc1ccccc1S(=O)(=O)Nc1ncnc2scc(-c3ccccc3)c12 | i | i | i | i | i | i | i | i | i | 11.7 | i
Cc1ccc(NC(=O)C(Nc2ccccc2)c2ccccc2)cc1 (stereo not given) | i | i | i | i | i | i | i | i | i | 8.3 | i
COc1cccc(C(=O)Nc2ccc3c(C)cc(=O)oc3c2)c1 | i | i | i | i | i | i | i | i | i | 12.9 | i
CCOC(=O)c1ccc(NC(=O)NC2CC3CCC(C2)N3Cc2nnnn2C(C)(C)C)cc1 (stereo not given) | i | i | i | i | i | i | i | i | i | -5.4 | i
SMILES | TRPC4 inh | TMEM16A act | TRPC4 potent | TRPC6 inhibitor | TRPC4 agonist | ANO1 block | MrgX1 allo act | MrgX1 antagonist | MrgX1 ag | SKKanGAS inh | TRPC6 activator
CCOC(=O)/C(=N/Nc1ccccc1)c1csc(Nc2ccccc2)n1 | i | i | i | i | i | i | i | i | i | 91.2* | i
C=CCn1c(=N)n(CC(=O)O)c2ccccc21 | i | i | i | i | i | i | i | i | i | -7.4 | i
O=C(/C=C/c1nc2ccccc2s1)N1CCCCCC1 | i | i | i | i | i | i | i | i | i | -12.7 | i
CCOC(=O)C1=C(C)N(CCCC(=O)O)C(=O)NC1c1cccc(OC)c1 (stereo not given) | i | / | i | i | i | i | i | i | i | 2.8 | i
Cc1ccc(/C=N/Nc2ccc3c(C(F)(F)F)cc(C(F)(F)F)nc3n2)cc1 | i | i | i | i | i | i | i | i | i | -0.3 | i
CC1CC(C)CN(CCCOc2ccccc2[N+](=O)[O-])C1 (stereo not given) | i | i | i | i | 48* | i | i | i | i | -0.7 | i
COC(=O)[C@@H](Cc1ccccc1)NC(=O)NCCc1ccccc1 | i | i | i | i | i | i | i | i | i | 2.9 | i
Nc1nc(N)c(C=Nc2ccc(Br)cc2)c(Nc2ccc(Br)cc2)n1 | i | i | i | i | i | i | i | i | i | 100.0* | i
Cc1ccc(OCCN2CCN(CC(O)Cn3c4ccccc4c4ccccc43)CC2)cc1 (stereo not given) | i | / | i | i | i | i | i | i | i | 5.3 | i
O=S(=O)(NCc1csc(-c2cccs2)n1)c1ccccc1 | i | i | i | i | i | i | i | i | i | -18.6 | i
CCC(=O)N(CC(=O)Nc1sc(C)c(C)c1C(N)=O)Cc1ccc(F)cc1 | i | i | i | i | i | i | i | i | i | -8.4 | i
CC(C)C(=O)Nc1ccc(N2CCCC2)cc1 | i | i | i | i | i | i | i | i | i | 0.8 | i
O=C(c1ccco1)N1CCN(C(c2ccc(F)cc2)c2nnnn2CC2CCCO2)CC1 (stereo not given) | i | i | i | i | i | i | i | i | i | 0.5 | i
COc1ccc(NC(=S)N2CCN(S(=O)(=O)c3ccc(OC)cc3)CC2)cc1 | i | i | i | i | i | i | i | i | i | / | i
CC(=O)Nc1nonc1-c1nc2ccccc2n1Cc1nnc(C)o1 | i | i | i | i | i | i | i | i | i | 10.8 | i
O=C1OCCN1S(=O)(=O)Nc1ccccc1 | i | i | i | i | i | i | i | i | i | -1.5 | i
CCn1cc(C(=O)N(C)c2ccccc2F)c2cc(OC)c(OC)cc2c1=O | i | i | i | i | i | i | i | i | i | -1.5 | i
CCCc1nc(SCC(=O)Nc2nccs2)c2ccccc2n1 | i | i | i | i | i | i | i | i | i | 12.8 | i
COc1ccc(NC(=S)Nc2cc(-c3ccccc3)[nH]n2)cc1Cl | i | i | i | i | i | i | i | i | i | -4.6 | i
COc1ccccc1CN1CCNC(=O)C1CC(=O)NCCc1cnccn1 (stereo not given) | i | i | i | i | i | i | i | i | i | -4.1 | i
Cc1ccccc1NC(=O)NCc1ccco1 | i | i | i | i | i | i | i | i | i | 0.5 | i
CC(=O)N1CCCc2cc(S(=O)(=O)N3CCC(C)CC3)ccc21 | i | i | i | i | i | i | i | i | i | 0.2 | i
CCCCc1cc(=O)oc2cc(C)cc(OCC(=O)N3CCC(C(N)=O)CC3)c12 | i | i | i | i | i | i | i | i | i | 1.1 | i
Nc1ccc(-c2nnn(CC(=O)N3CCCCC3)n2)cc1 | i | i | i | i | i | i | i | i | i | 0.8 | i
COc1ccc(CCNC(=O)c2ccc3c(c2)N(Cc2ccc(F)cc2)CCS3)cc1OC | i | i | i | i | i | i | i | i | i | 26.5 | i
SMILES | TRPC4 inh | TMEM16A act | TRPC4 potent | TRPC6 inhibitor | TRPC4 agonist | ANO1 block | MrgX1 allo act | MrgX1 antagonist | MrgX1 ag | SKKanGAS inh | TRPC6 activator
C#CCOCCOCCOCCNc1nc(N2CCN(C(=O)[C@H]([C@@H](C)CC)n3cc([C@@H](N)CO)nn3)CC2)nc(N2CCN(C(=O)[C@H]([C@@H](C)CC)n3cc([C@@H](N)Cc4ccc(O)cc4)nn3)CC2)n1 | i | i | i | i | i | i | i | i | i | 0.9 | i
C=CCSc1nnc2n(-c3ccccc3OC)c(=O)c3c4c(sc3n12)CCC4 | -6* | / | i | i | i | i | i | i | i | -5.1 | i
COc1ccc(Cn2cnc3c(NS(C)(=O)=O)c(C)c(C)cc32)cc1 | i | i | i | i | i | i | i | i | i | -6.3 | i
FC(F)(F)c1nc2ccccc2n2c(-c3ccc(Cl)cc3)nnc12 | i | i | i | i | i | i | i | i | i | 4.5 | i
Cc1cc(C)cc(C(=O)N(C)C2CCCN(Cc3ccccc3F)C2)c1 (stereo not given) | i | i | i | i | i | i | i | i | i | 1.1 | i
CCOc1cccc(CNc2ccc(O)cc2)c1OCc1ccc(Cl)cc1 | i | i | i | i | i | i | i | i | i | 7.3 | i
Cc1ccccc1-c1nnnn1C1CCS(=O)(=O)C1 (stereo not given) | i | i | i | i | i | i | i | -6.38* | i | 4.8 | i
O=C(Nc1nc(-c2ccc(S(=O)(=O)N3CCOCC3)cc2)cs1)c1ccccc1 | i | i | i | i | i | i | i | i | i | -12.0 | i
COc1ccccc1CNC(=O)COC(=O)c1cc(-c2ccco2)nc2ccccc12 | i | i | i | i | i | i | i | i | i | 10.7 | i
O=C(COC(=O)c1ccc2ncsc2c1)NC(=O)c1ccccc1 | i | i | i | i | i | i | i | i | i | -4.9 | i
O=C(c1ccc(F)cc1F)N1CCCN(c2nc(-c3ccccc3)ns2)CC1 | i | i | i | i | i | i | i | i | i | -2.0 | i
CC(=O)c1ccc(NC(=O)[C@@]2(CC(=O)O)CC(/C=C/c3ccccc3)=NO2)cc1 | i | i | i | i | i | i | i | i | i | -11.2 | i
CC(C)[C@H](NC(N)=O)C(=O)Nc1ccc2c(c1)CCC2 | i | i | i | i | i | i | i | i | i | 0.6 | i
O=C(CN1CCC(Cc2ccccc2)CC1)NC(=O)NCc1ccco1 | i | i | i | i | i | i | i | i | i | 1.2 | i
O=C1NCCSC1c1ccccc1 (stereo not given) | i | i | i | i | i | i | i | i | i | -2.4 | i
